BAP1 block – human BAP1 deubiquitinase inhibition; Q92560; recombinant BAP1, Ub-AMC hydrolysis fluorescence kinetic; active compounds read low; activity remaining (% of control), % at 20 µM; 72,000 tested, 0.48% active; AID 436;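 active means activity remaining at or below 50% of control, provided the compound also passes the data quality filters; inactive means the rest, including low values that fail the filters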;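 further: 100% = DMSO wells rate and 0% = substrate alone blank rate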
Target sequence (Q92560 whole entry, looked up): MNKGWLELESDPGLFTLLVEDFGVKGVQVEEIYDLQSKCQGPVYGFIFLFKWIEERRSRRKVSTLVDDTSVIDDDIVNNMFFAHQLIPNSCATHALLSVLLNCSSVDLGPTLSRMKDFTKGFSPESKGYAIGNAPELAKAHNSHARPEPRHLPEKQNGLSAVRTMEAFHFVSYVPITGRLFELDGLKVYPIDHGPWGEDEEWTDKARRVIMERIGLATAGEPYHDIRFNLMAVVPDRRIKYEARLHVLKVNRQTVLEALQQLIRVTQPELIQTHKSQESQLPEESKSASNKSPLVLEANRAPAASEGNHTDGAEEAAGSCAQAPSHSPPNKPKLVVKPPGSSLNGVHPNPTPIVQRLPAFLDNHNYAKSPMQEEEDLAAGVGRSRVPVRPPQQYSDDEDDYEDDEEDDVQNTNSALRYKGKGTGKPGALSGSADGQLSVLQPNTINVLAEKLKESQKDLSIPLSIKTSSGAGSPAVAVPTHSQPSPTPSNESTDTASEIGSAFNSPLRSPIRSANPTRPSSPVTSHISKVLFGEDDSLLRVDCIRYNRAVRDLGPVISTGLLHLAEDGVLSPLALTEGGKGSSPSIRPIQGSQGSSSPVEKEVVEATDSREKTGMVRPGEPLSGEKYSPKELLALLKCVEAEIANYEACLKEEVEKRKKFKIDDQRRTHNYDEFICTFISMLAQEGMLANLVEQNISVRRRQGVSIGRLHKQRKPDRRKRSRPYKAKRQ
HePTP inh – inhibitors of human HePTP phosphatase | P35236 | recombinant HePTP phosphatase activity, OD absorbance | inhibition, % at 20 µM | 110,000 tested, 0.64% active; in the data active means inhibition above about 50%;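 further: plate controls were vehicle for no effect and reference inhibitor for full effect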
Target sequence (P35236 whole entry, looked up): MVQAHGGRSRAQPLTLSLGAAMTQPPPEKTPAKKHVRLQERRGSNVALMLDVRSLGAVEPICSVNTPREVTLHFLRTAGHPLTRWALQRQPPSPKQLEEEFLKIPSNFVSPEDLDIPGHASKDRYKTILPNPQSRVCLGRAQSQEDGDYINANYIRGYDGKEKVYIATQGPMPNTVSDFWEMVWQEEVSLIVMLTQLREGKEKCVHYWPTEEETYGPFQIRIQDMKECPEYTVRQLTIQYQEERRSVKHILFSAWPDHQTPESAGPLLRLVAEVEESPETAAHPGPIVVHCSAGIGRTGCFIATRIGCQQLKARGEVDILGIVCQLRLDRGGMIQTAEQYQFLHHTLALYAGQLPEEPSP
Starred values were filed as active, the others as inactive; i = inactive; · = no result given; & = joins results of further samples. Random draw from the library; 0.95% or so of the library scored in one or more.

SMILES	BAP1 block	HePTP inh
CCOc1ccc(OCC)c(NC(=O)CNS(=O)(=O)c2cccs2)c1	·	3
COc1ccc(C=Nc2ccc(-c3nc4ccccc4s3)cc2)cc1OC	i	·
CCOC(=O)c1c(NC(=O)CC(c2ccccc2)c2ccccc2)sc(C(N)=O)c1C	·	-10
N#C/C(=C\c1ccco1)c1nn(CCO)c(N)c1C#N	·	37
COCCCNC(=O)CN(c1cccc(Cl)c1C)S(C)(=O)=O	102	1
O=C(c1cccc(OCc2ccccc2)c1)N1CCN(c2ccc([N+](=O)[O-])cc2)CC1	·	0
CCn1c(SCC(=O)c2ccccc2)nnc1-c1cnccn1	82	8
Cc1nnc(NC(=O)CN2C(=O)c3ccccc3S2(=O)=O)s1	96	10
Cc1n[nH]c(C)c1CCCCCOc1ccc(Cl)cc1	·	-3
COc1ccc(NC(=O)Nc2nnc(CC(C)C)s2)cc1	·	3
CC(=O)c1ccccc1OCC(O)CN1CCN(C(c2ccccc2)c2ccccc2)CC1 (stereo not drawn)	113	4
CCOC(=O)c1c(C)c(C(=O)Nc2ccccc2)c(C)n1CC	64	6
O=C(Nc1cccc(C(F)(F)F)c1)C1CN(S(=O)(=O)c2ccccc2)CCN1S(=O)(=O)c1ccccc1 (stereo not drawn)	·	1
Cc1ccc(Nc2nc(N)nc(CN3CCN(c4ccccc4)CC3)n2)cc1Cl	101	4
O=C1CC(C(=O)N(CC2CCCO2)C(C(=O)NC2CCCCC2)c2ccncc2)CS1 (stereo not drawn)	79	4
Cc1cc(C=C2C(=O)NC(=S)NC2=O)c(-c2ccccc2)n1-c1ccccc1	·	29
O=C(NC1CCCCC1)C(c1ccncc1)N(CC1CCCO1)C(=O)C(F)(F)F (stereo not drawn)	108	6
O=S(=O)(NCc1ccncc1)c1ccc(S(=O)(=O)NCC2CCCO2)cc1 (stereo not drawn)	99	8
O=C(NCc1ccco1)C12CC3CC(C1)CC(C(=O)NCc1ccco1)(C3)C2	84	1
CCOC(=O)CNC(=O)CN1CCCN(S(=O)(=O)c2ccc(Br)s2)CC1	118	6
CS(=O)(=O)N1CCN(c2ccc([N+](=O)[O-])c(N3CCCC3)c2)CC1	·	10
Cc1cccc(C)c1OCC(O)CN1CCCCC1 (stereo not drawn)	59	·
COc1cccc(/C=C2\SC(=S)N(c3cccc(C)c3)C2=O)c1	·	0
O=S(=O)(c1ccc2nc(COc3ccccc3)[nH]c2c1)N1CCOCC1	99	5

Full records from above.
`O=C1CC(C(=O)N(CC2CCCO2)C(C(=O)NC2CCCCC2)c2ccncc2)CS1` (stereo not drawn) reads BAP1 block: 79; HePTP inh: 4
`COc1cccc(/C=C2\SC(=S)N(c3cccc(C)c3)C2=O)c1` reads BAP1 block: ·; HePTP inh: 0
`CCOC(=O)c1c(NC(=O)CC(c2ccccc2)c2ccccc2)sc(C(N)=O)c1C` reads BAP1 block: ·; HePTP inh: -10

Further structures.
SMILES	BAP1 block	HePTP inh
Cc1ccccc1CN1CCN(CC(=O)NCc2ccc3c(c2)OCO3)C1=O	108	3
Cc1c(Cl)cccc1-c1ccc(/C=C/c2cc(C(F)(F)F)[nH]c(=O)n2)o1	·	8
CCC(C)(C)n1nnnc1C(c1cc2cc3c(cc2[nH]c1=O)OCO3)N1CCN(C)CC1 (stereo not drawn)	·	3
CCn1c(=O)c(=O)[nH]c2cc(C(=O)Nc3ccc(S(=O)(=O)N4CCCC4)cc3)ccc21	·	8
c1cncc(C2Nc3ccccc3-c3nc4ccccc4n32)c1 (stereo not drawn)	·	5
CCOC(=O)c1cc(-c2ccc(C)cc2)n(CC(=O)NCc2ccco2)c1C	67	-11
COc1ccc(NC(=O)c2cccc3c2-c2ccc(I)cc2C3)cc1	·	7
CCCCCn1c(SCCOCC)nc2c1c(=O)[nH]c(=O)n2C	97	5
COc1cccc(-c2cc(C(=O)Nc3c(C)nn(Cc4ccccc4)c3C)no2)c1	88	9
Cc1ccc(Cl)cc1N(Cc1ccc(C(=O)NN=C2CCN(C)CC2)cc1)S(=O)(=O)c1ccccc1	·	-6
CN(C)c1ccc(-c2n(C)c3ccccc3[n+]2C)cc1	66	·
CCOC(=O)c1ccccc1NC(=O)c1ccc(CN2CCc3ccccc3C2)cc1	·	3
COc1ccc(N2CCN(C(=O)Cn3c(=O)[nH]c4ccsc4c3=O)CC2)cc1	·	3
CCc1ccc2oc(-c3cccc(NC(=O)c4ccc(C)c([N+](=O)[O-])c4)c3)nc2c1	·	2
O=c1nc(N2CCOCC2)ccn1Cc1ccc(Br)cc1	70	11
c1cc(-c2nnc3n2CCC3)[nH]n1	·	5
CCc1ccccc1N(CC(=O)Nc1ccccc1C(=O)OC)S(C)(=O)=O	·	3
Cc1ccc(S(=O)(=O)N2CCCCC2)cc1C(=O)c1nccn1C	96	-8
CCOC(=O)N1CCN(C(=O)c2ccc(N(Cc3ccc(Cl)cc3)S(C)(=O)=O)cc2)CC1	·	-13
CCC(C)NC(=O)C(=O)NCCc1ccccc1 (stereo not drawn)	·	8
Cc1cccc2sc(NC(=O)CN(C)S(=O)(=O)c3cccs3)nc12	114	-7
O=C1c2ccccc2NC(c2ccc(Cl)cc2)N1Cc1ccccc1 (stereo not drawn)	·	-4
c1ccc(-c2noc(-c3ccncc3)n2)nc1	118	2
O=C(Nc1cccc2nsnc12)c1cc2ccccc2o1	·	-6
COc1ccc(C(=O)Nc2cccc3c(NC(=O)c4ccc(OC)cc4)cccc23)cc1	67	·
Brc1ccc(-c2nc(-c3cccnc3)no2)o1	102	12
Cc1nc2c(ccc3nc(NC(=O)c4ccc5c(c4)OCCO5)sc32)s1	·	20
O=C(O)c1c(Cl)c(C(=O)O)c(C(=O)O)c(Cl)c1C(=O)O	·	-2
CCCC1(C(=O)OC)NC(c2ccco2)C2C(=O)N(c3ccc(C)cc3)C(=O)C21 (stereo not drawn)	100	2
Cc1ccc(NC(=O)C(=O)NCCN2CCN(Cc3ccc(Br)cc3)CC2)cc1	·	-7
N/C(Cc1ccc(Cl)cc1Cl)=N\OC(=O)COc1ccccc1	·	6
Cc1ccc(CNC(=O)Cc2ccc(Br)cc2)cc1	·	12
CCc1ccccc1N(CC(=O)O)S(C)(=O)=O	96	5&-2
COc1ccccc1N1CCN(CC(=O)Nc2cc(C)nn2-c2nc(C)cc(C)n2)CC1	·	2
Cc1ccc2[nH]c3c(c2c1)CN(C(=O)CN1CCCc2ccccc21)CC3	74	3
O=C(NC(=O)c1ccccn1)NC(c1ccccc1)c1ccccc1	·	3&-13

The list continues:
Results follow in this order: BAP1 block	HePTP inh
CCCCn1c(=N)n(CC(=O)C(C)(C)C)c2ccccc21
 : 103	12
O=C(Cc1ccccc1)Nc1ccc(-c2nc3cc(Cl)ccc3o2)cc1
 : ·	3
CCOc1ccccc1NC(=O)C1CCN(S(=O)(=O)c2c(C)nn(C)c2C)CC1
 : 99	1
CCC(=O)c1cn(CC(=O)NCC2CCCO2)c2ccccc12 (stereo not drawn)
 : ·	10
CCCCOc1ccc(-c2nnn(CCC(=O)N3CCOCC3)n2)cc1
 : ·	4
COc1ccc(/C=N/N=C(N)N)cc1
 : ·	6
N#Cc1ccc(CSc2nnc(-c3ccccn3)n2-c2ccc(Cl)cc2)cc1
 : 101	-10
COC(=O)c1ccc(C(=O)OC)nc1
 : 87	5
COc1ccc(N(CC(=O)Nc2cccc(N(C)S(C)(=O)=O)c2)S(C)(=O)=O)cc1OC
 : 90	-3
O=c1[nH]cc(N=Cc2ccc(Cl)cc2)c(=O)[nH]1
 : ·	-4
Cc1ccc(-c2nnc(-c3cccs3)o2)cc1
 : ·	-5
Cc1ccc(S(=O)(=O)N2CCN(Cc3ccc(F)cc3)CC2)cc1
 : ·	-7
CCOC(=O)c1nnc2cc(-c3ccc(C)cc3)nn2c1C
 : ·	-5
COC(=O)c1ccccc1NC(=O)COc1ccc(S(=O)(=O)N2CCCC2)cc1C
 : ·	12
Cn1nc(SCC(=O)O)sc1=S
 : 110	9
COc1cccc(Nc2ncccc2C(=O)NCc2ccccc2)c1
 : 75	6
COc1ccc(C(=O)NC(C)Cc2ccccc2)cc1OC (stereo not drawn)
 : ·	4
Oc1ccccc1/C=N/Nc1nc2ccccc2s1
 : ·	-15
O=C(Cn1cnc2ccccc21)OCC(=O)N1CCCc2ccccc21
 : 95	-3
CN1C(=O)CS(=O)c2ccc(C(=O)NC3CC3)cc21 (stereo not drawn)
 : 103	8
COc1ccc(N2C(=O)C3CCCN3C2c2cccc(OC)c2OC)cc1 (stereo not drawn)
 : 92	-1
Cc1ccc(-n2ncc3c(=O)n(Cc4cccnc4)cnc32)cc1
 : 102	-9
O=C(CSc1nnnn1-c1ccccc1)NCc1ccccc1
 : ·	0
C=CCn1c(O)c(C2=c3cc(Cl)ccc3=NC2=O)sc1=S
 : ·	3
COc1ccc(C2NC(=O)NC(O)(C(F)(F)F)C2C(=O)c2ccc(C)cc2)cc1 (stereo not drawn)
 : 93	4
COc1ccc(C2C3=C(CC(c4ccccc4)CC3=O)Nc3ccccc3N2C(=O)C(C)C)cc1OC (stereo not drawn)
 : ·	4
O=C(COC(=O)CCC(=O)c1ccc(F)cc1)Nc1ccc(N2CCOCC2)cc1
 : 87	-1
O=C1OC(c2ccccc2)=C/C1=C\c1c(Cl)cccc1Cl
 : ·	-6
COc1cccc(-n2c(COc3ccc(C)cc3)nnc2SCC(N)=O)c1
 : 101	8
CCC(CC)c1nnc(NC(=O)c2c(-c3ccccc3)noc2C)s1
 : 91	-5
CCn1cc(C(=O)NC2CC3CCC2C3)c(=O)c2ccc(C)nc21 (stereo not drawn)
 : ·	2
O=C(Nc1nc2ccc([N+](=O)[O-])cc2s1)c1cc(Cl)cc(Cl)c1
 : ·	-4
O=C(CSc1nc(O)cc(=O)[nH]1)N1c2ccccc2CCc2ccccc21
 : ·	-9
O=C(O)CCCCCNc1nc(=S)[nH]c2ccccc12
 : 145	8
CS(=O)(=O)N(CC(=O)Nc1ccccc1)c1ccc(Br)cc1
 : ·	5
Cc1cc2c(=O)n(CC(=O)N3CCN(c4ccccc4)CC3)cnc2s1
 : 98	0
CCOC(=O)N1CCC(N2CC34C=CC(O3)C(C(=O)Nc3ccc(C)cc3)C4C2=O)CC1 (stereo not drawn)
 : 88	6
CC(NC(=O)c1cc2ccccc2o1)c1cccs1 (stereo not drawn)
 : 118	10
Clc1ccc(/C=N\N2CCN(c3ccc(Cl)cc3)CC2)cc1
 : ·	-8
COc1ccc2oc(=O)c(C(=O)Nc3ccccc3F)cc2c1
 : ·	10
Cc1ccccc1-n1nc(C)c2cc(C(=O)N3CCN(S(=O)(=O)c4ccc(F)cc4)CC3)sc21
 : 80	11
COc1ccc(-n2c(N)c(C(=O)NCC3CCCO3)c3nc4ccccc4nc32)c(OC)c1 (stereo not drawn)
 : ·	2
COc1ccc(-c2nnc(NC(=O)c3ccccc3Br)s2)cc1OC
 : ·	2
COc1ccccc1NC(=O)c1cccs1
 : 92	4
CC(C)n1c(NCc2cc(Cl)ccc2O)nc2ccccc21
 : 70	-6
Cc1cc(OCC(=O)Nc2ccc3c(c2)OCCO3)ccc1Cl
 : 102	1
Cc1ccc(-n2c(SCC(=O)N3CCOCC3)nnc2-c2ccncc2)cc1
 : 141	17
Cc1ccnc(-n2c(CCN3C(=O)c4ccccc4C3=O)nc3ccccc3c2=O)c1
 : 144	6
COc1cc(NC(=O)c2cccc([N+](=O)[O-])c2C)cc(OC)c1
 : ·	9
Cc1ccccc1C(=O)Nc1sc2c(c1C(=O)N1CCN(C)CC1)CCCCC2
 : ·	-3
NC(=O)COc1ccc(=O)n(-c2ccccc2)n1
 : 94	9
COC(=O)C1=C(CN2CCSCC2)NC(=O)NC1c1cc(C)ccc1C (stereo not drawn)
 : 75	-8
COC(=O)C1C(=O)C2=C(CC1C)NC(C)=C(C(=O)OCCOc1ccccc1)C2c1ccc(C)o1 (stereo not drawn)
 : ·	3
COc1ccc(CNC(=O)C(=O)NCc2ccccc2)cc1
 : ·	6
O=S(=O)(NCc1ccccc1Cl)c1cnc[nH]1
 : 98	-5
CCOc1ccccc1N(CC(=O)NCCOC)S(=O)(=O)c1ccccc1
 : ·	-11
Cc1cc2ccccc2n1CCNC(=O)C1CC1
 : 88	9
Cc1cc(C(F)(F)F)c2c(=O)[nH]c(=O)n(Cc3ccccc3)c2n1
 : 84	9
CCOC(=O)Nc1nnc(-c2ccc(OC)c(OC)c2)s1
 : ·	8
Cc1onc(-c2ccccc2)c1C(=O)Nc1nnc(COc2ccc(Cl)cc2)s1
 : ·	7

(continued)
Results follow in this order: BAP1 block	HePTP inh
O=C(c1cc(-c2cccs2)on1)N1CCOCC1
 : 109	7
O=C(O)C(Cc1ccccc1)n1cccc1 (stereo not drawn)
 : 87	0
Cc1ccc(N(CC(=O)N2CCOCC2)S(C)(=O)=O)cc1
 : ·	-14
O=C(C(NS(=O)(=O)c1cccs1)c1ccccc1)N1CCN(c2ccccc2)CC1 (stereo not drawn)
 : 100	9
Nc1nnc(SCC(=O)c2ccc(-c3ccccc3)cc2)s1
 : ·	-18
COc1ccc(S(=O)(=O)Cc2ccc(C(=O)NCc3cccs3)o2)cc1
 : 86	7
Cc1c(NC(=O)c2ccccc2Br)cccc1-c1nc2ccccc2o1
 : ·	-8
O=C(Nc1ccccc1[N+](=O)[O-])c1ccc(-c2ccccc2)cc1
 : ·	-1
O=C(NCC(=O)N(c1cccnc1)C(C(=O)NCc1ccco1)c1ccccc1)c1ccco1 (stereo not drawn)
 : 71	10

For convenience, part of the list above:
Results follow in this order: BAP1 block	HePTP inh
O=C(c1cc(-c2cccs2)on1)N1CCOCC1
 : 109	7
O=C(O)C(Cc1ccccc1)n1cccc1 (stereo not drawn)
 : 87	0
Cc1ccc(N(CC(=O)N2CCOCC2)S(C)(=O)=O)cc1
 : ·	-14
O=C(C(NS(=O)(=O)c1cccs1)c1ccccc1)N1CCN(c2ccccc2)CC1 (stereo not drawn)
 : 100	9
Nc1nnc(SCC(=O)c2ccc(-c3ccccc3)cc2)s1
 : ·	-18

Compound activity as filed in PubChem BioAssay.
